# NR2E3 ag: agonists of human nuclear receptor NR2E3. Q9Y5X4. GST-NR2E3/biotin-RetCOR TR-FRET, 1536-well. inhibition of corepressor binding, % at 4.78 µM. 0.12% of 320,000 active. AID 2300;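 active = percent inhibition above the cutoff of mean plus 3 SD of all tested compounds, set per screening campaign, cut at about 20% in these data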;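 note: 0% = DMSO wells and 100% = biotin wells as full block of FRET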
# Target sequence (Q9Y5X4 whole entry, looked up): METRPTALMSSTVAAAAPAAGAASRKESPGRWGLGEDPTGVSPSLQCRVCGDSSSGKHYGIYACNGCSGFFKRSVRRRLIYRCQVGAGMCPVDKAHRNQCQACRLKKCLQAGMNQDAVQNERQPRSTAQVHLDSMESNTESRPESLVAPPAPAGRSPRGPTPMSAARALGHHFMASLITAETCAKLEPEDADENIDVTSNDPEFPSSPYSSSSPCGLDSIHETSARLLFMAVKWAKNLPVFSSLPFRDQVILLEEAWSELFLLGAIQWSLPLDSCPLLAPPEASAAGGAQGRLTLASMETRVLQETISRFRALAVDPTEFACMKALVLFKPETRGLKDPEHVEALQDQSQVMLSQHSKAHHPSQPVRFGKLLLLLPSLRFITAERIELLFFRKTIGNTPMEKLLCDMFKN
#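 Material: NR2E3–RetCOR corepressor complex / Amount: 1.35 nM GST-NR2E3 / Medium: Tris pH 7.5 / Compound: single nominal compound dose of 4.8 µM / Incubation: 5 h at 4 °C / Technique: TR-FRET, Eu(K)-anti-GST donor, streptavidin-D2 acceptor, ex 340, em 617/671 nm / Read-out basis: percent loss of FRET ratio relative to control wells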
# The depositor's hits bear a star. The list is partial, so the mix of outcomes need not match the whole.
# The first four compounds, ahead of the listing:
SMILES,NR2E3 ag
CC(C)(C)c1cc(CN2CCCCC2)cc(C(C)(C)C)c1O,2
Cc1ccc(C2=NN(CCC(=O)NCCC(C)C)C(=O)CC2)cc1,-3
Cc1ccc(-n2c(C)cc(/C=C3/SC(=O)N(CC(=O)N4CCOCC4)C3=O)c2C)nc1,1
CN1C(=S)SC(N2OC3C(=O)N(c4ccccc4)C(=O)C3C2c2ccccc2)C1(C)C (stereo unspecified),-5

# The listing, previewed entries included:
SMILES,NR2E3 ag
CC(C)(C)c1cc(CN2CCCCC2)cc(C(C)(C)C)c1O,2
Cc1ccc(C2=NN(CCC(=O)NCCC(C)C)C(=O)CC2)cc1,-3
Cc1ccc(-n2c(C)cc(/C=C3/SC(=O)N(CC(=O)N4CCOCC4)C3=O)c2C)nc1,1
CN1C(=S)SC(N2OC3C(=O)N(c4ccccc4)C(=O)C3C2c2ccccc2)C1(C)C (stereo unspecified),-5
O=C(Nc1cccnc1Cl)c1cccc(F)c1,1
Cc1ccc(CNC(=O)CC2Nc3c4ccccc4nc(=S)n3C2=O)cc1 (stereo unspecified),11
CC(C)COC(=O)COc1cc(Cl)c(Cl)cc1Cl,-1
Cc1c(N/C(=N/S(=O)(=O)c2ccc(Cl)cc2)c2ccccc2)c(=O)n(-c2ccccc2)n1C,1
CCOC(=O)C1=C(C)NC(SCC(=O)O)=NC1c1ccccc1 (stereo unspecified),4
Cc1ccc2c(CN3CCOCC3)cc(=O)oc2c1,-1
COC(=O)CC1C(=O)NC(C)=C1C(=O)OC (stereo unspecified),0
O=C1CN2Cc3c(ccc(Cl)c3Cl)N=C2N1,0
Cc1ccc(CNC(=O)CCC2CCCN(Cc3ccc4cccc(F)c4n3)C2)o1 (stereo unspecified),-1
COc1ccc2nc(NC3=NC(C(=O)Nc4ccc(C)cc4)CC(=O)N3)nc(C)c2c1 (stereo unspecified),1
O=C(Nc1cc(N2CCOCC2)ncn1)NC1(C(F)(F)F)Oc2ccc(Cl)cc2O1 (stereo unspecified),2
COC(=O)c1sc(NC(=S)NC(=O)c2ccc(F)cc2)nc1C,1
COc1cc(/C=N/O)ccc1OCc1ccc(Cl)cc1,0
CC(=O)c1cc2c(cc1NC(=O)c1ccc(C)cc1)OCO2,1
Clc1ccc(C2[C@H]3CN(Cc4ccc(-c5ccccc5)cc4)[C@H](c4ccccc4)C34CC2(c2ccccc2)C4)cn1 (stereo partly specified),-1
Cc1nnc2n1N=C(c1ccc3c(c1)NC(=O)CO3)CS2,-2
CCc1c(C)c(C#N)c2nc3ccccc3n2c1N1CCN(c2cc(C)ccn2)CC1,-1
Cc1sc2nc(CN(CCc3ccccc3)C(=O)c3ccco3)[nH]c(=O)c2c1C,2
Cn1c(=O)c2c(nc(SCC(=O)c3ccccc3F)n2C)n(C)c1=O,0
Cc1nn(C)c(C)c1NC(=O)c1cnn2c(C(F)F)cc(-c3ccccc3)nc12,0
Cc1ccc2c(Cn3cc(C(F)(F)F)cc(Cl)c3=O)cc(=O)oc2c1,1
O=C(c1ccc(Cl)nc1)c1cccs1,-1
COc1cc(OC)cc(C(=O)Nc2ccc(S(=O)(=O)Nc3cc(C)nc(C)n3)cc2)c1,-3
O=C1N=C(C=c2ccc(=Cc3[nH]c(=O)[nH]c3O)cc2)C(=O)N1,-8
COc1ccccc1N=c1c2c([N+](=O)[O-])cc([N+](=O)[O-])cc2n(O)n1-c1ccccc1OC,0
COC(=O)C/C=C/[C@@H](C)[C@@H](/C=N/OCC[C@@H]1C=C[C@H](OC(C)=O)[C@@H](COC(C)=O)O1)NS(=O)(=O)c1ccc(C)cc1,2
CCCS(=O)(=O)N1CCN(S(=O)(=O)c2ccccc2[N+](=O)[O-])CC1,1
Cc1ccc(C2c3c(oc4ccc(Cl)cc4c3=O)C(=O)N2CCCN2CCOCC2)o1 (stereo unspecified),1
Cc1ccc(OCCn2cnc3sc(C(N)=O)c(C)c3c2=O)cc1,-1
CC(=O)C1=NN(c2ccccc2)C(c2cccs2)N1c1ccccc1 (stereo unspecified),3
COC(=O)C1=C(C)N(CCc2cc(OC)c(OC)c(OC)c2)C(=O)N[C@H]1c1cccs1,5
CCOCC(=O)Nc1cc(C(=O)NCCC(C)C)ccc1Cl,1
COc1cccc(N2CCN(C(=O)c3ccc4nc(N5CCC(C)CC5)sc4c3)CC2)c1,-5
O=C(O)C1Nc2ccc(OC(F)(F)F)cc2C2C=CCC12 (stereo unspecified),4
O=C(C1CCN(S(=O)(=O)c2cccc3cccnc23)CC1)N1CC=C(c2ccccc2)CC1,2
COc1ccc(CCC(=O)Nc2cc(Cl)ccc2N2CCN(C)CC2)cc1,0
COc1ccc2[nH]c(C(=O)NCCN3CCCCC3)cc2c1,2
O=C1c2ccccc2C(O)(Cc2ccccc2)N1C1CCCCC1 (stereo unspecified),0
Cc1cc(NC(=O)CCN2C(=O)/C(=C/c3ccccc3F)SC2=S)no1,2
O=C(CN1CCC(NC(=O)c2ccco2)CC1)Nc1ccccc1[N+](=O)[O-],2
COc1cccc(C(=O)OCCN(C)C(C)(C)C)c1,2
COc1ccc(OC)c2c1C(=O)c1ccccc1C2=O,-4
CCOC(=O)C1=C(C)N(CCCC(=O)O)C(=O)NC1c1ccccc1Cl (stereo unspecified),5
COc1ccc2[nH]c3c(N4CC(C)OC(C)C4)ncnc3c2c1 (stereo unspecified),-4
S=C(NCCNCc1ccccc1)NC1CCCCC1,-1
Cc1cc(C)n(-c2nc(Nc3ccccc3C)nc(-n3nc(C)cc3C)n2)n1,0
COc1ccc(-c2cc(C(=O)O)c3c(C)nn(-c4ccccn4)c3n2)cc1,-1
CCOC(=O)C1=C(c2ccccc2)O/C(=C(/C#N)C(F)(F)F)S1,3
CC1(OC(=O)c2cccs2)C(=O)C=C2C=C(c3ccc(C#N)cc3)OC=C2C1=O (stereo unspecified),1
CCCCN(C)CC(O)Cn1cc(/C=C/C(=O)c2ccc(OCC)cc2)c2ccccc21 (stereo unspecified),-4
CCOc1ccc(-n2c(SCC(=O)Nc3ccccc3CC)nc3n[nH]c(C)c3c2=N)cc1,4
CCCOc1ccc(S(=O)(=O)N2C(=O)CC(=O)N(Cc3ccc(OCC)cc3)C2=O)cc1,-2
Cc1ccc(-c2csc(N3N=C(c4ccccc4)/C(=C\c4ccc(N(C)C)cc4)C3=O)n2)cc1,2
CSc1nc(NCc2ccco2)c2c3c(sc2n1)CN(C)CC3,-3
CSc1c(C#N)c(N)nc2sc(C(=O)c3ccc(Cl)c(Cl)c3)c(N)c12,-1
O=C1/C(=C\c2ccco2)SC(=S)N1C1CCCCC1,-5

# Later entries
SMILES,NR2E3 ag
COc1cccc(CNC(=O)CSc2ccc(-c3ccncc3)nn2)c1,3
Cc1ccc(-n2c(C)cc(/C=c3/sc4nc5ccccc5n4c3=O)c2C)cc1,2
Cc1nccn1CC(=O)N/N=C/c1ccc(O)c(O)c1,-2
CC1(C)CC2(CC(c3ccccc3)Oc3cc(O)ccc32)NC(=O)N1 (stereo unspecified),4
COc1ccc2c(c1)O[C@@H](c1cccc(C(F)(F)F)c1)[C@H](OC(=O)N[C@H]1CCCc3ccccc31)C2=O,3
CCc1noc(C)c1C(=O)Nc1nnc(C2CCCCC2)s1,-1
O=C(/C=C/c1ccccc1)NC1CCCc2ccccc21 (stereo unspecified),2
N#Cc1ccc(C23CC4(C2)[C@H](CN(Cc2ccc(-c5ccccc5)cc2)[C@@H]4c2ccccc2)C3c2ccc(C(F)(F)F)cc2)cc1 (stereo partly specified),6
Cc1ccc(NC(=O)COc2ccc(C(=O)NCCc3ccccc3)cc2)cc1,-3
C#CCOCCOCCOCCNc1nc(N2CCN(C(=O)[C@H](CCC(=O)O)n3cc(C(N)[C@H](C)CC)nn3)CC2)nc(N2CCN(C(=O)[C@H](Cc3cc4ccccc4[nH]3)n3cc(C(N)[C@H](C)CC)nn3)CC2)n1 (stereo partly specified),0
N#CC1=C(N)OC2=C(CC/C2=C\c2ccc(F)cc2)C1c1ccc(F)cc1 (stereo unspecified),-1
CCCC(=O)Nc1c(-c2cccs2)c(=O)c2ccccc2n1CC,3

# The closing 3 records of the part before are carried over, then new ones follow:
SMILES,NR2E3 ag
C#CCOCCOCCOCCNc1nc(N2CCN(C(=O)[C@H](CCC(=O)O)n3cc(C(N)[C@H](C)CC)nn3)CC2)nc(N2CCN(C(=O)[C@H](Cc3cc4ccccc4[nH]3)n3cc(C(N)[C@H](C)CC)nn3)CC2)n1 (stereo partly specified),0
N#CC1=C(N)OC2=C(CC/C2=C\c2ccc(F)cc2)C1c1ccc(F)cc1 (stereo unspecified),-1
CCCC(=O)Nc1c(-c2cccs2)c(=O)c2ccccc2n1CC,3
CCc1ccc2nc(NC(=O)c3ccc4c(=O)[nH]c(CN5CCOCC5)nc4c3)sc2c1,2
CC(NC(=O)c1ccccc1)c1nc2ccccc2n1Cc1ccccc1F (stereo unspecified),-3
NC(=O)CN1CCOCCN(CC(N)=O)CCOCC1,1
CC1CCN(S(=O)(=O)c2ccc3c(c2)c(=O)c(C(=O)NCc2ccccc2Cl)cn3C)CC1,2
COc1ccc(N2CCN(C(=O)c3ccc4c(c3)NC(=O)C(CSCc3cccc(F)c3)N4)CC2)cc1 (stereo unspecified),0
Cc1cc(C)nc(NS(=O)(=O)c2ccc(NC(=O)CN3C(=O)c4ccccc4C3=O)cc2)n1,-1
S=C(Nc1ccccc1)N1CCC(C2CCN(C(=S)Nc3ccccc3)CC2)CC1,-1
CC(C)CC1c2[nH]c3ccccc3c2CCN1C(=O)c1cnccn1 (stereo unspecified),3
O=c1cc(-c2ccc([N+](=O)[O-])cc2)nc2cc(-c3ccc(Cl)cc3)[nH]n12,0
O=C(CSc1nc2[nH]ncc2c(=O)[nH]1)c1ccc(Cl)cc1,4
CCOC(=O)c1sc(NCCNc2nc(C)c(C(=O)OCC)s2)nc1C,3
CCCCOC1(c2ccccc2)NC(=S)NN=C1c1ccccc1 (stereo unspecified),0
O=C(N1CCNCC1)N1CCOCC1,-3
CCN(C(=O)COC(=O)c1cccc(NS(=O)(=O)c2ccc(F)c(F)c2)c1)C1CCS(=O)(=O)C1 (stereo unspecified),1
C#CCOCCOCCOCCNc1nc(N2CCN(C(=O)[C@H](CCCCN)n3cc(C(N)CO)nn3)CC2)nc(N2CCN(C(=O)[C@H](CCCCN)n3cc(C(N)COC(=O)C(F)(F)F)nn3)CC2)n1 (stereo partly specified),-3
CN1CCc2nc(SCc3ccc(Cl)cc3)c(C#N)c(-c3cccs3)c2C1,-1
CC(C)(C)S(=O)(=O)c1ccc(S(=O)(=O)C(C)(C)C)s1,0
COc1ccc2nc(NC(=O)c3ccc(-c4cccc([N+](=O)[O-])c4)o3)sc2c1,2
Cc1cc(Nc2cccc(O)c2)c2ccccc2n1,-2
CCC[C@H]1COCCS(=O)(=O)N1Cc1ccc(Br)cc1,-2
Cc1c(Cl)cccc1NC(=O)CSc1nc2c(c(=O)[nH]1)CCCC2,1
CC(=O)Nc1ccc(N=Cc2c(O)c(C(=O)Nc3ccccc3)cc3ccccc23)cc1,2
COC/C=C/C1=CC2=CC(=O)C(C)(OC(=O)c3cnc4ccccc4n3)C(=O)C2=CN1C1CCCC1 (stereo unspecified),3
Cc1ccc(/C=N/n2c(C)nc3ccccc3c2=O)s1,0
CS(=O)(=O)c1ccc(-c2cc(Br)sc2-c2ccc(F)cc2)cc1,1
CCn1c(COc2ccc(OC)cc2)nnc1SCc1nc2ccccc2c(=O)[nH]1,1
C=CCN1C(=Nc2cccnc2)SCC1(O)c1ccc(C)cc1 (stereo unspecified),-4
COc1ccc(CN2CCN(CCCc3ccccc3)CC2)c(OC)c1,1
O=C(CSC(=S)N1CCOCC1)Nc1nc(=O)c2ccccc2s1,1
O=C(Nc1c(-c2cccs2)nc2ccccn12)c1ccc2ccccc2c1,0
Cc1ccc(-n2[nH]c(C)c(C=Nc3ccc(S(=O)(=O)N4CCOCC4)cc3)c2=O)c(C)c1,-2
O=C1OC(c2ccc(F)cc2)=C/C1=C\c1ccc([N+](=O)[O-])o1,0
O=C(NCCN1C(=O)S/C(=C\c2cccs2)C1=O)[C@H](Cc1ccccc1)N1C(=O)c2ccccc2C1=O,1
Cn1cc(/C=C(\C#N)C(=O)Nc2ncc(Cc3cccc(Cl)c3)s2)c2ccccc21,2
CC(=O)N(CC(C)(C)CC=C(C)C)c1ccccc1,4
COc1ccc(C(=O)NCC(O)COc2ccc(C(C)(C)C)cc2)cc1[N+](=O)[O-] (stereo unspecified),-5

# Sorted by molecular weight (high to low): some entries from above.
SMILES,NR2E3 ag
O=C(NCCN1C(=O)S/C(=C\c2cccs2)C1=O)[C@H](Cc1ccccc1)N1C(=O)c2ccccc2C1=O,1
CCn1c(COc2ccc(OC)cc2)nnc1SCc1nc2ccccc2c(=O)[nH]1,1
CS(=O)(=O)c1ccc(-c2cc(Br)sc2-c2ccc(F)cc2)cc1,1
COc1ccc(C(=O)NCC(O)COc2ccc(C(C)(C)C)cc2)cc1[N+](=O)[O-] (stereo unspecified),-5
O=C(CSC(=S)N1CCOCC1)Nc1nc(=O)c2ccccc2s1,1
O=C1OC(c2ccc(F)cc2)=C/C1=C\c1ccc([N+](=O)[O-])o1,0

# Next compounds:
SMILES,NR2E3 ag
O=C(Cc1ccc(-n2c(=O)c3ccccc3n(Cc3cccc([N+](=O)[O-])c3)c2=O)cc1)NCC1CCCO1 (stereo unspecified),0
CN(C)CCCNS(=O)(=O)c1ccc(N2CCC(c3ccc(Cl)cc3)=N2)cc1,0
O=C(Nc1ccnc(-c2cccnc2)n1)c1ccc(F)cc1,1
Cn1cc(C(=O)N2CCc3ccccc3C2)c(=O)c2cc(S(=O)(=O)N3CCCCC3)ccc21,0
COC(=O)c1cc(COc2ccc3c4c(c(=O)oc3c2)CCC4)c(C)o1,0
O=C1c2cccc(O)c2C(=O)c2c(O)cc(CO)cc21,4
COc1nc(N=C(N)N)nc2ccc(C)cc12,-4
C(=C\c1ccccc1)/C=N/Nc1ccc2nncn2n1,-2
C#CCOCCOCCOCCNc1nc(N2CCN(C(=O)[C@H](CCCCN)n3cc([C@@H](N)CO)nn3)CC2)nc(N2CCN(C(=O)[C@H](Cc3cc4ccccc4[nH]3)n3cc([C@@H](N)CO)nn3)CC2)n1,-1
Cc1cc2c(s1)c1cnn(CC(=O)NCCc3ccccc3)c(=O)c1n2C,-125
